High-throughput results: PubChem, Sanford-Burnham Center for Chemical Genomics
Gli-Sufu antag: antagonists of Gli-Sufu signaling | 0.74% of 340,000 active | inhibition, % at 5 µM | Sufu-KO-LIGHT fibroblasts, Gli luciferase reporter luminescence;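 active means inhibition above about 55%, limit read from the data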;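 further: 0% = DMSO-treated cells and 100% = wells with medium but no cells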
Jurkat NFkB inh: lowers PMA/ionomycin-induced NF-kB signal in Jurkat cells; PMA/ionomycin-induced NF-kB luciferase reporter, luminescence; inhibition, % at 4 µM; 0.53% of 330,000 active; AID 435003; in the data active means inhibition above about 50%
UPR CHOP act: activators of apoptotic arm of unfolded protein response (CHOP) | CHO-CHOP luciferase reporter, UPR activation, luminescence; percent of tunicamycin response over DMSO baseline | activation, % at 10 µM | 0.34% of 330,000 active;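 active means at 10 µM dose, activation of 40% or more, normalized to positive control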;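 further: 100% = tunicamycin at 10 µg/mL and 0% = DMSO alone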
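Dosing – one dose, 10 µM in 0.5% DMSO · System – CHO-CHOP cells, stable luciferase reporter of PERK-eIF2a-CHOP signalling · Input – 500 cells/well · Control set – tunicamycin 10 µg/mL final as positive, DMSO-only wells as negative · Timing – 6 h compound treatment, 37 °C · Measure – % activation vs tunicamycin · Technique – luminescence read with Steady-Glo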
CCR6 antag: antagonists of human CCR6 receptor; P51684; CHO-K1 CCR6 PathHunter beta-arrestin, luminescence, CCL20-stimulated; inhibition, % at 20 µM; 0.49% of 340,000 active;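 active means compounds whose inhibition of the agonist-driven luminescence signal at 20 µM reaches about 50%, limit read from the data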;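 further: cells stimulated with CCL20 at 14 nM final; plate controls were DMSO with CCL20 for no effect and DMSO without agonist for full effect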
Target sequence (P51684 whole entry, looked up): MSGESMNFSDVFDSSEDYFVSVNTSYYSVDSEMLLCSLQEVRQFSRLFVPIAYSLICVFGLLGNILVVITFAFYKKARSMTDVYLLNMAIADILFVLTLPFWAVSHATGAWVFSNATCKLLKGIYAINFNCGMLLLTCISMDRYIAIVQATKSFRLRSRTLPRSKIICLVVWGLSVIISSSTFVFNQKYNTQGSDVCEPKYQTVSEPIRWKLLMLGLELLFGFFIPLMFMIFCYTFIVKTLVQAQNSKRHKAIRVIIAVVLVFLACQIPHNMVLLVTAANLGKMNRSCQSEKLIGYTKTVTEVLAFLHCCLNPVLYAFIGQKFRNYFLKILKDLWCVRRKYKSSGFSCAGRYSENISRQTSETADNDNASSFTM
UPR XBP1 act: activators of adaptive arm of unfolded protein response (XBP1); CHO-XBP1 luciferase reporter, IRE1-XBP1 UPR activation, luminescence; percent of tunicamycin response, DMSO as zero; activation, % at 20 µM; 0.33% of 330,000 active; AID 463104;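 active means versus positive control, 20 µM dose yields 30% or more activation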;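 further: 100% = tunicamycin at 10 µg/mL and 0% = DMSO only wells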
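incubation = overnight seeding at 37 °C, 6 h compound treatment at 37 °C | assay system = CHO-XBP1 cells stably carrying IRE1-XBP1-driven luciferase reporter | input = 1000 cells per well | detection = luciferase luminescence | dosing = single point, 20 µM final compound, 1% DMSO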
Mdm2 MdmX PPI: human Mdm2/MdmX binding inhibition; SaOS-2 split-luciferase Mdm2/MdmX complementation, luminescence; inhibition, % at 8 µM; 3% of 330,000 active;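 active means inhibition of at least 50% at 8 µM in the primary screen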
697 NFkB inh: lowers PMA/ionomycin-induced NF-kB signal in 697 B cells. 697 B-cell NF-kB luciferase reporter, 16 h. inhibition, % at 4 µM. 0.33% of 330,000 active; in the data active means inhibition above about 35%
CXCR6 block: CXCR6 (human) receptor inhibition; 0.36% of 360,000 active; inhibition, % at 20 µM; CHO-K1 PathHunter CXCR6 beta-arrestin, luminescence; in the data active means inhibition above about 34%, passing the limit was not always enough;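 further: antagonist mode with CXCL16 agonist at 10 nM final; 0% = 10 nM CXCL16 with DMSO and 100% = unstimulated wells without agonist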
Target sequence (O00574 whole entry, looked up): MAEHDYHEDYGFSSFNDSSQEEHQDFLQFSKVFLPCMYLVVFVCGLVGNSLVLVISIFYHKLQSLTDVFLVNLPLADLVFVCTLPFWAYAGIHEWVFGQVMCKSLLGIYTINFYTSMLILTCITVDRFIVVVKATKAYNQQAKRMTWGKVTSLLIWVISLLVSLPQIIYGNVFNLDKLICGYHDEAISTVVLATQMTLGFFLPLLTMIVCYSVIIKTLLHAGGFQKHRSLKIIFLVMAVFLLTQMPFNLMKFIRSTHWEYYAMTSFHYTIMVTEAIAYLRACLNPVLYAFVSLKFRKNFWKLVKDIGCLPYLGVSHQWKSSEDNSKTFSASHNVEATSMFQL
EBI2 antag: EBI2 (human) antagonism | EBI2 beta-arrestin recruitment, luminescence, 7a,25-OHC stimulated | 0.81% of 360,000 active | inhibition, % at 5 µM; in the data active means inhibition above about 38%;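 further: enzyme fragment complementation signal reports receptor beta-arrestin coupling in cells; 0% = agonist plus DMSO wells and 100% = wells without agonist; some results beyond the cut were filed as inactive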
Target sequence (P32249 whole entry, looked up, the tested form may be a part): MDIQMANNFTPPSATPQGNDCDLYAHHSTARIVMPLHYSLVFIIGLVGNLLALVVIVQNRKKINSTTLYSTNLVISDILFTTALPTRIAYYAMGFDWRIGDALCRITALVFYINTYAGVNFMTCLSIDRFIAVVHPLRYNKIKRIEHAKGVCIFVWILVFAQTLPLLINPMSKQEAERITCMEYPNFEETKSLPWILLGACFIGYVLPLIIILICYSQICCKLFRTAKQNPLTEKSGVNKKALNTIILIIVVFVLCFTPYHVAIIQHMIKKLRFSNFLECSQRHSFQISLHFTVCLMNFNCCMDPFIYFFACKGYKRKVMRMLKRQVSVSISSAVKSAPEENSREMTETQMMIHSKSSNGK
* marks the source's active call; other numbers are inactive results; nt = no result given.

SMILES	Gli-Sufu antag	Jurkat NFkB inh	UPR CHOP act	CCR6 antag	UPR XBP1 act	Mdm2 MdmX PPI	697 NFkB inh	CXCR6 block	EBI2 antag
Cc1ccc(NC(=O)COC(=O)c2ccco2)cc1C	-2	-14	2.2	-3	-1	15	21	1	-3
COC(=O)c1ccc(C2/C(=C(\O)c3ccc(OC)c(C)c3)C(=O)C(=O)N2c2cc(C)on2)cc1 (stereo unspecified)	-9	-2	-0.7	6	0	21	-21	-5	0
COc1cc(CNc2ccc3[nH]c(=O)[nH]c3c2)ccc1OCc1ccccc1C	5	-25	18	-6	-2	9	-1	-17	-14
CCOC(=O)CNC(=S)N(Cc1ccccc1)Cc1cccnc1	7	-3	-0.6	1	-1	12	5	0	-4
CC(C)=CCC/C(C)=C/CNC(=O)CC1C[C@H](C(=O)N(C(C)C)C(C)C)[C@@]2(C)c3[nH]c4ccccc4c3CCN2C1=O (stereo partly specified)	0	9	5.5	16	10	53*	1	8	17
Cc1ccc(C(=O)O)cc1NCc1ccncc1	-2	6	1.7	2	0	-20	-20	-4	-14
O=C(NNc1ccc(F)cc1F)C1CCC1	-3	5	-0.3	-15	-3	11	4	-2	-12
COC(=O)c1ccccc1NC(=O)NC1CCN(Cc2ccccc2)CC1	4	-4	0.8	-6	-1	6	-15	-6	6
CCCCNC1CCS(=O)(=O)C1 (stereo unspecified)	-1	-13	1.2	5	0	-5	-7	-9	-3
CN(c1ccccc1)S(=O)(=O)c1ccc2c(c1)oc(=O)n2C	20	-4	-1.0	11	-4	18	-11	0	-8
CCOC(=O)c1cccc(NC(=O)c2cccs2)c1	-5	-17	0.6	15	0	-1	-17	-3	-6
Cc1nnc(SCCC(=O)Nc2ccccc2Cl)o1	11	-1	-2.6	-4	-5	-1	-21	-2	2
CCn1nc(C)c(C2C(C#N)=C(N)Oc3n[nH]c(C)c32)c1C (stereo unspecified)	-1	-2	1.5	8	1	4	-10	-4	-17
NC(=O)CC(NC(=O)Cc1ccc(Br)cc1)c1ccc(NCCc2ccc(Cl)cc2)c([N+](=O)[O-])c1 (stereo unspecified)	-8	4	0.3	21	0	48	24	11	5
COC(=O)C(NNc1ccccc1)(NC(=O)c1ccc(F)cc1)C(F)(F)F (stereo unspecified)	2	-9	-2.0	-2	-1	21	-11	4	2
FC(F)(F)c1cccc(N2CCN(CC3CC=CCC3)CC2)c1 (stereo unspecified)	6	-2	-3.2	9	-5	-11	7	5	4
CCN(CC)CCn1c2ccccc2c2nc(C)sc21	5	0	0.7	25	-1	-5	-10	2	-3
COc1ccc(-c2ccnc(SCC(=O)c3ccc(Cl)cc3)n2)cc1	-2	6	0.5	1	-2	20	20	-4	2
O=C(NCc1ccc(Cl)cc1)c1cnccn1	-1	-1	0.4	-14	-1	4	18	6	7
O=C1CN(C(=O)COC(=O)c2c(F)cccc2Cl)c2ccccc2N1	-3	7	-1.4	8	1	8	11	-2	7
NC(=O)c1ccccc1NC(=O)COC(=O)CSCc1cccc(Cl)c1	1	-3	0.4	5	-3	13	-3	6	-2
COCCNC(=S)N/N=C(\C)c1ccc(-n2ccnc2)cc1	50	1	-0.7	20	2	-1	-6	-4	-4
Clc1ccccc1Nc1nc(-c2ccncc2)nc2ccccc12	9	-28	-0.3	0	12	40	-7	-2	-13
Cn1c(SCc2nc3ccccc3n2CCO)nc2ccccc21	-14	-6	0.5	-1	-1	24	3	3	1
Cc1ccc2nc(C)cc(SCC(=O)N/N=C/c3ccco3)c2c1	15	7	2.4	-3	-5	23	7	1	-15

Shown with values under each structure: part of the list above
Fields – Gli-Sufu antag, Jurkat NFkB inh, UPR CHOP act, CCR6 antag, UPR XBP1 act, Mdm2 MdmX PPI, 697 NFkB inh, CXCR6 block, EBI2 antag
> COc1ccc(-c2ccnc(SCC(=O)c3ccc(Cl)cc3)n2)cc1
→ -2, 6, 0.5, 1, -2, 20, 20, -4, 2
> O=C(NCc1ccc(Cl)cc1)c1cnccn1
→ -1, -1, 0.4, -14, -1, 4, 18, 6, 7

(continued)
SMILES	Gli-Sufu antag	Jurkat NFkB inh	UPR CHOP act	CCR6 antag	UPR XBP1 act	Mdm2 MdmX PPI	697 NFkB inh	CXCR6 block	EBI2 antag
COCCn1c(C)cc(C(=O)COc2ncnc3ccc(Br)cc23)c1C	-9	-2	0.0	5	-1	2	-13	1	-4
COc1cccc(C2CC(=O)Nc3cc(OC)c(OC)cc32)c1 (stereo unspecified)	2	12	0.6	12	-6	-5	-6	10	0
CCC(Oc1ccccc1OC)C(=O)Nc1ccc2c(c1)OCO2 (stereo unspecified)	-13	-7	1.6	11	2	-6	7	-1	-7
COC(=O)[C@H]1C[C@@H]1[C@H](NC(=O)c1ccccc1)c1ccccc1	-9	-11	-2.9	10	-1	14	22	6	0
O=C(CC1C(=O)NCCN1Cc1cccc(F)c1F)NC1CCCCCC1 (stereo unspecified)	2	-3	0.1	-5	-2	7	13	0	-5
CC(C)(C)OC(=O)n1cc(C(=O)c2ccccc2O)cn1	-13	8	0.7	9	-2	18	23	-7	-3
CCOC(=O)c1c(S(=O)(=O)NCC(=O)N2CCN(c3ccccc3)CC2)c(C)n(C)c1C	4	12	-1.4	2	-2	13	1	1	4
CCOC(=O)N1CCC(NC(=O)CN2C(=O)COc3ccc(C(C)(C)C)cc32)CC1	16	-14	0.2	6	-2	-1	-19	-8	2
COc1ccc(C2NC(=O)c3sc4nc(C)c(C(C)=O)c(-c5ccc(Cl)cc5)c4c3N2)cc1 (stereo unspecified)	12	3	1.8	-3	9	39	1	-6	7
O=C(Cc1c(Cl)cccc1Cl)Nc1ccncc1	-7	9	0.3	-8	-7	23	17	-10	6
CCOc1ccc(S(=O)(=O)N2CCC(C(=O)N3CCCCCC3)CC2)cc1C	11	22	-0.4	8	-2	18	18	2	-1
Cc1cccnc1CNC(=O)C1CCC(=O)N(CCc2cccc(F)c2)C1 (stereo unspecified)	0	-4	2.6	-11	-2	-4	7	3	11
COc1ccccc1C(CNc1ccc(S(=O)(=O)N2CCCC2)cc1[N+](=O)[O-])N(C)C (stereo unspecified)	18	-3	0.8	4	-8	24	7	0	-2
CCCc1n[nH]c(=O)c2c1nnn2Cc1ccccc1F	4	-20	0.2	10	-5	5	-12	-5	-2
C[C@H]1CN=C(Nc2ccccc2)N1CCCC1CCCC1	17	7	1.2	10	-2	10	13	1	4
FC(F)(F)Oc1ccc(-c2cn3cccnc3n2)cc1	-43	-64	6.7	-5	-2	-41	-59	1	2
CC(=O)N1CCc2cc(S(=O)(=O)CCC(=O)N3CCN(C(=O)c4ccco4)CC3)ccc21	-2	-4	1.4	6	1	-23	-18	-10	-19
O=C(N/N=C/c1ccc2c(c1)OCO2)C(=O)Nc1ccc2ccccc2c1	nt	7	0.8	nt	0	-4	16	nt	nt
O=C(Nc1ccccn1)c1ccc([N+](=O)[O-])cc1Cl	2	12	5.1	-21	0	-12	15	-17	-11
O=C(COc1nncc2ccccc12)Nc1ccc(F)c(F)c1	-2	6	-2.0	8	-2	20	16	-7	2
Cc1ccc(NC(=O)CCS(=O)(=O)c2cccc3nonc23)cc1	-2	-14	0.3	7	0	-36	8	0	-2
CC(C)(CO)NC(=O)CC1C(=O)NCCN1Cc1ccc(-c2ccccc2)cc1 (stereo unspecified)	-4	9	-1.7	6	-2	2	27	-3	2
CC(OC(=O)CN1C(=O)c2ccccc2C1=O)C(=O)N(C)c1ccccc1 (stereo unspecified)	1	6	2.0	2	-2	6	19	-5	-1
CCN(CC)CCCN(C(=O)c1cccs1)c1nc(-c2ccc(OC)cc2)cs1	11	-17	-1.2	23	1	47	-3	-1	4
O=C(N/N=C/c1ccc([N+](=O)[O-])o1)c1ccncc1	-8	6	0.3	-8	1	18	-5	-2	-2

16 compounds out of the list, sorted by length of the SMILES, rising.
SMILES	Gli-Sufu antag	Jurkat NFkB inh	UPR CHOP act	CCR6 antag	UPR XBP1 act	Mdm2 MdmX PPI	697 NFkB inh	CXCR6 block	EBI2 antag
Cc1ccc(C(=O)O)cc1NCc1ccncc1	-2	6	1.7	2	0	-20	-20	-4	-14
O=C(Cc1c(Cl)cccc1Cl)Nc1ccncc1	-7	9	0.3	-8	-7	23	17	-10	6
Cc1ccc(NC(=O)COC(=O)c2ccco2)cc1C	-2	-14	2.2	-3	-1	15	21	1	-3
Cn1c(SCc2nc3ccccc3n2CCO)nc2ccccc21	-14	-6	0.5	-1	-1	24	3	3	1
O=C(COc1nncc2ccccc12)Nc1ccc(F)c(F)c1	-2	6	-2.0	8	-2	20	16	-7	2
COCCNC(=S)N/N=C(\C)c1ccc(-n2ccnc2)cc1	50	1	-0.7	20	2	-1	-6	-4	-4
O=C(Nc1ccccn1)c1ccc([N+](=O)[O-])cc1Cl	2	12	5.1	-21	0	-12	15	-17	-11
Cc1ccc2nc(C)cc(SCC(=O)N/N=C/c3ccco3)c2c1	15	7	2.4	-3	-5	23	7	1	-15
O=C1CN(C(=O)COC(=O)c2c(F)cccc2Cl)c2ccccc2N1	-3	7	-1.4	8	1	8	11	-2	7
CC(C)(CO)NC(=O)CC1C(=O)NCCN1Cc1ccc(-c2ccccc2)cc1 (stereo unspecified)	-4	9	-1.7	6	-2	2	27	-3	2
COC(=O)[C@H]1C[C@@H]1[C@H](NC(=O)c1ccccc1)c1ccccc1	-9	-11	-2.9	10	-1	14	22	6	0
COc1ccccc1C(CNc1ccc(S(=O)(=O)N2CCCC2)cc1[N+](=O)[O-])N(C)C (stereo unspecified)	18	-3	0.8	4	-8	24	7	0	-2
CC(=O)N1CCc2cc(S(=O)(=O)CCC(=O)N3CCN(C(=O)c4ccco4)CC3)ccc21	-2	-4	1.4	6	1	-23	-18	-10	-19
COc1ccc(C2NC(=O)c3sc4nc(C)c(C(C)=O)c(-c5ccc(Cl)cc5)c4c3N2)cc1 (stereo unspecified)	12	3	1.8	-3	9	39	1	-6	7
COC(=O)c1ccc(C2/C(=C(\O)c3ccc(OC)c(C)c3)C(=O)C(=O)N2c2cc(C)on2)cc1 (stereo unspecified)	-9	-2	-0.7	6	0	21	-21	-5	0
CC(C)=CCC/C(C)=C/CNC(=O)CC1C[C@H](C(=O)N(C(C)C)C(C)C)[C@@]2(C)c3[nH]c4ccccc4c3CCN2C1=O (stereo partly specified)	0	9	5.5	16	10	53*	1	8	17

The list continues.
SMILES	Gli-Sufu antag	Jurkat NFkB inh	UPR CHOP act	CCR6 antag	UPR XBP1 act	Mdm2 MdmX PPI	697 NFkB inh	CXCR6 block	EBI2 antag
COc1ccc(NC(=O)C2CC(c3c(F)cccc3Cl)=NO2)cc1OC (stereo unspecified)	3	-12	1.2	8	-1	1	2	5	-7
O=C1CCc2ccccc2N1Cc1ccccc1	10	-12	-2.0	14	-5	-6	-3	5	-2
COc1cccc([C@@H]2CC=C(C(=O)O)[C@H](c3ccc(Cl)cc3)N2S(=O)(=O)c2ccc(C)cc2)c1	-22	1	-1.1	-9	0	23	28	6	-2
COc1ccc(NC(=O)c2c[nH]c(=O)n(-c3ccc(C)c(C)c3)c2=O)c(OC)c1	11	nt	nt	5	nt	nt	nt	2	3
O=C(NC(=S)Nc1ccccc1Cl)C1CC1	-16	-15	1.5	2	1	7	-26	0	10
O=C(Nc1ccccc1N1CCN(c2ccccc2)CC1)C1CCCCC1	7	-1	-1.5	10	-5	-1	-1	-2	-8
COc1ccccc1CN(CC(=O)NCc1ccco1)C(=O)CNS(=O)(=O)c1ccc(C)cc1	12	2	1.1	11	-5	10	7	-4	-5
